Bioassay records (PubChem BioAssay)
FadD28 FP inh = M. tuberculosis FadD28 bisubstrate binding inhibition; AID 588549; FadD28 bisubstrate probe binding, fluorescence polarization; inhibition, % at 12.5 µM; hit rate 0.22% among 360,000; in the data active means inhibition above about 8.5%, passing the limit was not always enough
Y pestis TopoI = blocks Yersinia pestis topoisomerase I activity | AID 504884 | hit rate 0.064% among 360,000 | Y. pestis Topo-I cleavage product accumulation, plate reader | activity, % at 10 µM; in the data active means activity above about 50%, passing the limit was not always enough; further: inactives centre near 2
FBA Mtb inh = Mtb fructose-bisphosphate aldolase inhibition. P9WQA3. purified M. tuberculosis FBA, fluorescence read-out. inhibition, % at 1 µM. hit rate 2.3% among 360,000. AID 588726; in the data active means inhibition above about 27%;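 further: 0% = vehicle and 100% = reference inhibitor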
Target sequence (P9WQA3 whole entry, looked up): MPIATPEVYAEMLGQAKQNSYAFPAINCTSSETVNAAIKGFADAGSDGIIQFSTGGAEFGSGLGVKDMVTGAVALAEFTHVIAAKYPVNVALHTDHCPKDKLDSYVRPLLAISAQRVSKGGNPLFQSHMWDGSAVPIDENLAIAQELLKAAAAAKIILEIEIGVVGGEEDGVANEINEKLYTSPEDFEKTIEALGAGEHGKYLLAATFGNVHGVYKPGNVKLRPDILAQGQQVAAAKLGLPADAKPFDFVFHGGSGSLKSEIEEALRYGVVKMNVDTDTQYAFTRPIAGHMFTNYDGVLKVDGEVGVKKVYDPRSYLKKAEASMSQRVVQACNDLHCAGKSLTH
TcdB GH inh = TcdB glycohydrolase inhibition | P18177 | TcdB glycohydrolase enzymatic assay, plate reader | inhibition, % at 9.99 µM | hit rate 0.24% among 350,000 | AID 652162; in the data active means inhibition above about 10%
BioA inh = blocks M. tuberculosis BioA enzyme activity. purified M. tuberculosis BioA enzyme, plate reader. inhibition, % at 9.99 µM. hit rate 0.096% among 360,000; in the data active means inhibition above about 40%
PfHsp40 yeast = restores yeast growth despite PfHsp40 toxicity; S. cerevisiae expressing PfHsp40, growth rescue, ATP luminescence; growth rescue, % at 12.5 µM; hit rate 0.68% among 340,000; in the data active means growth rescue above about 28%, passing the limit was not always enough;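 further: yeast W303a lacking pdr1 and pdr3 grown in galactose medium; growth measured after three days at 30 °C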
Vc quorum ag = inducers of Vibrio cholerae quorum light production without autoinducers | activation, % at 18.7 µM | V. cholerae BH1578 lux reporter, luminescence, 6 h | hit rate 0.16% among 350,000 | AID 588436; in the data active means activation mostly above about 9.7%, no sharp cut-off; further: not every result past the cut was called active; inactives centre near 0; reference of the scale not given here
Mtb UGM inh = Mtb UDP-galactopyranose mutase inhibition | purified UGM, fluorescence polarization probe displacement | inhibition, % at 10 µM | hit rate 0.06% among 320,000 | AID 504406; in the data active means inhibition above about 10%, passing the limit was not always enough
Target sequence (P9WIQ1 whole entry, looked up): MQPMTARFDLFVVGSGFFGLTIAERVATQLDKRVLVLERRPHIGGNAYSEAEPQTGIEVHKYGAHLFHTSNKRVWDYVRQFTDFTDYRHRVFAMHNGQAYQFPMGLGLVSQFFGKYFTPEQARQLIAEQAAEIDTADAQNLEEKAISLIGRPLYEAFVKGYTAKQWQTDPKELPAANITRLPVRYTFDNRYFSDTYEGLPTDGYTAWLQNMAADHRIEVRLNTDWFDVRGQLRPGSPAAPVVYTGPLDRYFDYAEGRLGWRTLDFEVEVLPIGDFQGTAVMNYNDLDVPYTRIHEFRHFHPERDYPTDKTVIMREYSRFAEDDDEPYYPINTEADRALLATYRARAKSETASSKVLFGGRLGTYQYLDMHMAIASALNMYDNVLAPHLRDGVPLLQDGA
GDH-TPI counter = counter-screen for M. tuberculosis FBA inhibitors: GDH-TPI coupled enzymes; GDH-TPI coupled enzyme counterscreen, NADH absorbance; inhibition, % at 4.8 µM; hit rate 1.2% among 360,000; AID 588335; in the data active means inhibition above about 30%;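 further: 0% = DMSO wells and 100% = wells lacking the enzyme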
Numbers without * were called inactive; i = inactive; / = no result given. Not a hit list, and some 4.6% of all compounds hit somewhere here.

SMILES	FadD28 FP inh	Y pestis TopoI	FBA Mtb inh	TcdB GH inh	BioA inh	PfHsp40 yeast	Vc quorum ag	Mtb UGM inh	GDH-TPI counter
CC[C@H]1CN2CCc3cc(OC)c(OC)cc3[C@@H]2C[C@@H]1C[C@H]1NCCc2cc(OC)c(OC)cc21	0.2	-7	5	/	1.1	2.1	i	-5.2	10
COc1ccc(N2CCN(C(=O)c3ccc4c(=O)n(CCc5ccc(OC)c(OC)c5)c(=O)[nH]c4c3)CC2)cc1	-2.9	7	4	0.9	1.0	1.0	-0.2	-1.7	-5
O=C(O)c1ccccc1SCC(=O)N1CCCCC1	1.5	6	2	/	-2.0	-0.3	i	-1.0	7
CCc1cccc(CC)c1N(COC)C(=O)CCl	-2.3	9	3	-1.0	-0.7	0.7	i	/	4
CN(C)S(=O)(=O)c1cccc(NC(=O)CSc2nncn2C)c1	-1.7	4	4	-0.6	/	1.1	-0.2	0.2	-4
CC1Cc2nc(SCC(=O)NCCc3ccccc3)n(C)c(=O)c2S1 (stereo unspecified)	-4.8	5	0	0.0	8.7	0.1	-0.2	7.7	19
Cc1nc(=O)c(-c2ccccc2)c(C)n1-c1ccccc1	0.5	-5	0	0.9	9.1	-1.2	i	-0.4	14
Cc1c(CN2CCC(C)CC2)c(=O)n(-c2ccccc2)n1C	-3.0	2	2	/	1.2	-0.6	-1.0	2.5	-2
CC(C)(C)c1ccc(C(CC(=O)O)NC(=O)CSc2ccccc2)cc1 (stereo unspecified)	-2.1	11	0	1.3	0.9	1.1	i	3.5	7
COc1ccc2c(c1)cc1n2CCN=C1N	-0.4	-3	17	/	1.2	-0.2	-11	0.0	10
CC(=O)N1CCc2cc(S(=O)(=O)NC(Cc3ccccc3)C(=O)NCCN3CCCCC3C)ccc21 (stereo unspecified)	-5.9	-10	-5	-1.7	/	0.3	-0.2	0.8	-10
O=C(COC(=O)c1ccccc1F)c1ccc(-n2nncc2-c2ccco2)cc1	-4.0	19	1	/	-1.4	-0.6	0.3	-0.7	-2
Cc1oc2cc3oc(=O)c(CCC(=O)N4C[C@H]5C[C@@H](C4)c4cccc(=O)n4C5)c(C)c3cc2c1C	-0.6	26	21	-3.7	-2.0	-0.4	-0.8	1.5	25
Cc1cccc(-n2c(CNC(=O)c3ccc(S(=O)(=O)N4CCCC4)cc3)n[nH]c2=S)c1	-2.6	0	1	2.4	/	-0.2	-1.1	-2.3	2
O=C(CS(=O)(=O)c1ccc(F)cc1)N1CCN(c2ccccc2)CC1	-0.3	0	-3	1.4	4.3	1.6	-0.2	-0.4	14
Cc1cc(C)n2nc(SCc3ccccc3)nc2n1	1.2	-2	2	2.4	/	-0.7	-0.4	1.6	0
CN1/C(=C/C2CC(=O)N(c3cccc4ccccc34)C2=O)C(C)(C)c2ccccc21 (stereo unspecified)	-0.1	8	0	/	-1.1	0.4	-0.2	-3.9	2
CCn1c(=O)cc(C(=O)OC)sc1=Nc1ccc(F)c(F)c1	-4.5	14	-4	-0.7	-1.2	-1.9	-0.1	-3.2	9
C[C@H](CO)N1C[C@H](C)[C@@H](CN(C)S(=O)(=O)c2ccccc2)Oc2c(NC(=O)CCC(F)(F)F)cccc2C1=O	-0.3	26	0	0.7	-1.2	0.4	-1.9	0.6	6
Cc1nc([N+](=O)[O-])nn1C12CC3CC(CC(Cl)(C3)C1)C2	-5.3	-1	1	/	/	-1.3	i	2.2	5
Cc1cc(C(=O)CN2C(=O)NC(c3ccccc3)(c3ccccc3)C2=O)c(C)n1Cc1ccccc1	2.1	26	-1	0.8	-0.8	-0.1	/	-0.7	4
CC(=O)Nc1ccc(NC(=O)COc2cccc3c2OC(C)(C)C3)cc1	0.1	8	2	0.6	-2.9	-0.8	4.2	1.6	3
COc1cccc(CNC(=O)c2cc(S(=O)(=O)N3CCCCC3)ccc2C)c1	-2.2	3	1	1.6	2.2	/	-0.7	/	1
CC(C)(C)OC(=O)N[C@@H](Cc1c[nH]c2ccccc12)c1nnc(SCC(N)=O)o1	-2.8	2	-2	/	/	-0.7	-0.3	1.1	-6
Cc1cc(=O)n2c3ccccc3n(CC(O)CN3CCCCC3)c2c1C#N (stereo unspecified)	0.9	1	20	/	/	0.7	1.4	0.8	50*
O=C1c2ccccc2S(=O)(=O)N1CCS(=O)(=O)c1ccc(F)cc1	-2.3	3	0	0.2	-1.7	-1.2	i	0.4	1
Cc1cccc(CN2CCN(C(=O)c3cccc4ccccc34)CC2)c1	-2.7	34	0	0.9	0.2	-2.1	0.7	0.9	8
O=C(Nc1nc(-c2ccccc2Cl)cs1)c1cccnc1	-2.2	3	3	/	-0.8	0.5	-0.2	0.5	-2
c1ccc(OCCCCN2CCCCC2)cc1	-1.5	-3	-2	-2.8	-0.9	-0.9	-0.3	-0.7	2
O=C(CC1CCCCC1)NCc1nc(-c2ccccc2)no1	-0.8	-7	-1	1.0	/	-1.0	-2.6	0.3	7
CCN(C(=O)COC(=O)CNS(=O)(=O)c1ccc(SC)c([N+](=O)[O-])c1)C1CCCCC1	-2.5	25	0	-0.4	1.0	-2.7	i	4.3	4
O=C(Cc1cccs1)NNC(=O)c1ccc(F)cc1	0.1	4	0	-0.8	/	-1.7	i	-5.4	0
NC(=O)C1(S(=O)(=O)c2ccccc2)CCCCC1	-4.3	-5	-6	/	-1.5	-1.3	i	-0.9	-6
O=C(c1ccc2c(c1)OCCO2)C1CCN(C(=O)c2ccc(F)c(F)c2)CC1	-0.5	8	2	/	0.0	0.5	i	0.7	7
CC(C)C[C@H]1CN([C@@H](Cc2ccccc2)CN2CCC[C@@H]2CN2C(=O)C(=O)NC[C@@H]2Cc2ccc(O)cc2)C(=O)C(=O)N1CCc1ccccc1	-3.0	/	1	0.9	6.3	/	/	/	/
O=C(CSc1nnc2ccccn12)Nc1cccc(S(=O)(=O)N2CCOCC2)c1	-2.2	-1	4	/	0.4	0.3	-0.2	-1.7	25
CC(NCc1ccc(S(N)(=O)=O)cc1)C(=O)N1c2ccccc2CC1C (stereo unspecified)	-4.0	1	3	0.4	1.4	-0.4	-0.7	1.4	0
O=c1ccc2ccc(Oc3ccc(Cl)cc3[N+](=O)[O-])cc2o1	-0.8	8	0	0.8	/	0.5	-0.7	1.0	10
COc1ccccc1/C=C/C(=O)NCCC1=CCCCC1	-1.8	11	-2	0.4	/	-1.0	-0.2	-2.6	1
CCCc1cc(C(=O)Nc2cc(OC)c(Cl)cc2OC)no1	-3.4	20	5	0.1	0.1	-0.5	-0.5	-3.5	7
CCCS(=O)(=O)N1CCN=C1SCc1ccc(F)cc1	-3.6	1	-1	0.0	3.5	-0.1	-0.7	2.8	3
COC(=O)Nc1nc2ccc(SC(C)C)cc2[nH]1	-0.5	13	1	0.0	-0.6	2.7	i	-0.1	-1
CCOc1ccc(-c2nc(S(=O)(=O)c3ccccc3)c(N3CCC(C(N)=O)CC3)o2)cc1	-0.9	3	2	1.3	-1.1	-0.7	2.3	-3.8	4
O=C(c1cc2ccccc2oc1=O)N(c1ccccc1)C1C=CS(=O)(=O)C1 (stereo unspecified)	-0.9	8	0	/	/	-1.4	-0.3	1.5	5
O=c1cc(-c2ccc(Cl)cc2)nc(N2CCN(c3ccccc3)CC2)[nH]1	-1.8	13	1	1.1	0.0	-0.8	-0.8	1.6	-3

Pulled by structure from above:
SMILES	FadD28 FP inh	Y pestis TopoI	FBA Mtb inh	TcdB GH inh	BioA inh	PfHsp40 yeast	Vc quorum ag	Mtb UGM inh	GDH-TPI counter
O=C(Cc1cccs1)NNC(=O)c1ccc(F)cc1	0.1	4	0	-0.8	/	-1.7	i	-5.4	0
COC(=O)Nc1nc2ccc(SC(C)C)cc2[nH]1	-0.5	13	1	0.0	-0.6	2.7	i	-0.1	-1
CC(C)C[C@H]1CN([C@@H](Cc2ccccc2)CN2CCC[C@@H]2CN2C(=O)C(=O)NC[C@@H]2Cc2ccc(O)cc2)C(=O)C(=O)N1CCc1ccccc1	-3.0	/	1	0.9	6.3	/	/	/	/
COc1ccccc1/C=C/C(=O)NCCC1=CCCCC1	-1.8	11	-2	0.4	/	-1.0	-0.2	-2.6	1
O=C(CSc1nnc2ccccn12)Nc1cccc(S(=O)(=O)N2CCOCC2)c1	-2.2	-1	4	/	0.4	0.3	-0.2	-1.7	25

The listing continues.
SMILES	FadD28 FP inh	Y pestis TopoI	FBA Mtb inh	TcdB GH inh	BioA inh	PfHsp40 yeast	Vc quorum ag	Mtb UGM inh	GDH-TPI counter
C[C@H](NC(=O)OCc1ccccc1)c1nnc([C@H](Cc2ccccc2)NC(=O)OC(C)(C)C)o1	-2.1	7	-3	0.7	0.9	0.5	-0.8	3.8	5
CC(C)Cc1nnc(NC(=O)CN2C(=O)C3CCCCC3C2=O)s1 (stereo unspecified)	-1.6	4	-1	1.4	-0.4	0.4	0.1	2.1	7
CCN(CC)S(=O)(=O)c1ccc(O)c(NC(=O)COc2ccc(S(=O)(=O)N3CCOCC3)cc2)c1	-2.3	5	-3	0.8	-2.6	-0.4	-0.1	/	1
Cc1ccc2c(c1)-c1cc(C)ccc1C2=O	-3.5	7	-4	1.4	-1.3	-0.1	0.0	/	4
CCOc1ccc(S(=O)(=O)Nc2cccc(C(=O)N(C)CC(=O)Nc3cccc(OC)c3)c2)cc1	0.6	17	-1	0.7	-1.7	-0.5	-2.3	-0.3	-7
CCN(CC(=O)Nc1c(F)cccc1F)C(=O)c1ccc(=O)n(Cc2ccccc2)n1	-1.1	-9	6	1.0	-2.6	-0.6	i	-2.7	11
CSc1ccccc1NC(=O)CN(C)CC(=O)Nc1cccc(Br)c1	-2.8	-10	7	1.5	0.4	2.3	-0.2	0.9	-2
O=C(CC1CCCC1)NCCS(=O)(=O)N1CCN(c2ccccc2F)CC1	0.8	-3	5	0.9	-0.6	-0.9	i	-1.8	1
CC(C)(C)OC(=O)N1CCC(C(=O)Nc2ccc(C(=O)N3CCCC3)cc2)CC1	-0.5	9	4	1.0	-1.2	0.5	-1.4	/	5
COC(=O)[C@H](CCSC)NC(=O)NCc1cccs1	-0.7	-8	5	/	/	-0.3	-0.2	4.0	6
Fc1cccc(Cc2c(-c3ccco3)nc3c4ccccc4ccn23)c1	-9.6	/	27*	0.1	-2.0	/	/	/	/
CN(CC(=O)Nc1ccc(Cl)c(C(F)(F)F)c1)C(=O)COc1cccc2cccnc12	-2.1	3	2	2.7	-0.5	/	4.0	/	11
O=c1[nH]cnc2c1c(-c1ccccc1)cn2-c1ccc(Br)cc1	-0.9	5	0	0.5	/	5.1	i	0.9	4
[O-]/C(=C(\C(=S)NCc1ccccc1)[n+]1ccccc1)c1ccc(Cl)cc1	-5.4	3	-2	-5.1	/	-1.1	0.0	3.1	0
CC1Cc2ccccc2N1C(=O)C1CC(=O)N(c2ccccc2)C1 (stereo unspecified)	-0.7	8	2	0.6	5.9	8.1	i	0.6	-8
COc1ccc(SCCN2CC[C@@H](C(C)(C)C)CCC2=O)cc1	-3.1	11	-1	1.0	3.9	2.5	0.0	1.7	4
CN=C(Nc1ccc(C)c(C)c1)SC1CC(=O)N(c2ccc(OC)cc2)C1=O (stereo unspecified)	-0.3	9	0	-0.1	/	2.6	1.0	0.8	11
COc1ccc(CC(=O)Nc2ccc(-c3noc(-c4cccc(OC)c4)n3)cc2)cc1	-1.1	-5	-1	/	-2.0	-0.6	4.2	2.0	9
CCC1(C)N([O-])C(C)=C(c2ccccc2)[N+]1=O (stereo unspecified)	-0.5	1	1	/	3.9	-0.9	1.1	0.8	6
N#Cc1ccsc1NC(=O)CN1C(=O)NC2(CCCCC2)C1=O	1.7	8	-1	-0.1	-1.2	-1.0	i	2.8	10
CCCCn1c(N)c(N(CCOC)C(=O)c2c(-c3ccccc3)noc2C)c(=O)[nH]c1=O	0.4	3	5	0.2	-2.5	-0.7	11	4.1	10
CC(NC(=O)CSc1n[nH]c(N)n1)c1ccccc1 (stereo unspecified)	-0.5	0	0	-1.2	-0.8	0.1	i	-1.3	-5
Cc1cccc(NC(=O)CSc2nnc(-c3n[nH]c4ccccc34)o2)c1	-3.3	-2	-6	-0.3	/	-1.5	-0.3	-1.4	-1
c1ccc(N2CCN(c3ncccn3)CC2)cc1	-2.2	3	1	/	-1.2	-1.6	i	-0.4	9
COc1ccc(NC(=O)Cn2cc(S(=O)(=O)Cc3ccccc3)c3ccccc32)c(OC)c1	-2.4	3	2	0.5	/	0.3	i	-0.3	8
